NR2F2 inh: NR2F2 transcriptional activity inhibitors, primary screen, cell-based, luciferase reporter, HEK293T, luminescence; inhibition, % at 8.6 µM; 370,000 compounds, 0.7% hits; AID 686940, 2013; HEK293T NGFI-A luciferase reporter;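 active = inhibition above a per-plate cutoff, mean inhibition of test wells between control levels plus 3 SD, cut at about 38% in these data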;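 note: cells cotransfected with COUP-TFII expression vector driving the NGFI-A reporter; 0% = median of COUP-TF2 test wells and 100% = reporter-only cells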
LMP1 NFkB inh: EBV LMP1-driven NF-kappaB luciferase reporter inhibitors, primary screen, cell-based, luminescence, single point; 350,000 compounds, 0.69% hits; LMP1-induced NF-kappaB luciferase reporter cells; inhibition, % at 12.5 µM; in the data active = inhibition above about 41%;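 note: 0% = neutral control wells and 100% = reference inhibitor control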
TROY signal inh: inhibitors of TROY-driven NF-kB signaling, primary screen, Q293 LMP1-TROYcd cells, NF-kB luciferase, uHTS | Q293 LMP1-TROYcd NF-kB luciferase reporter, 4 h | inhibition, % at 10 µM | 360,000 compounds, 0.98% hits;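 active = compounds whose plate-normalised and pattern-corrected inhibition of the luciferase reporter signal at the single screening dose is 50% or more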
KKLEB tox: cytotoxicity in KKLEB CF airway cells, primary screen, cytotoxicity control for CF NF-kB inhibitor project, cell-based, uHTS, fluorescence assay plates; 360,000 compounds, 0.36% hits; activity change (cytotoxicity), % at 5 µM; KKLEB CF airway cells viability, ATPlite luminescence, overnight; active compounds read low; cells stimulated with P. aeruginosa culture filtrate;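 active = corrected activity change at or below -50% at 5 µM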
TWEAK-Fn14 inh: inhibitors of TWEAK-Fn14 signaling, primary screen, luciferase reporter cells, uHTS. 360,000 compounds, 2% hits. inhibition, % at 10 µM. AID 1159606, 2016. TWEAK-stimulated Fn14 reporter cells, luciferase luminescence, 8 h; in the data active = inhibition above about 50%
SRC1 inh: SRC1 coactivator transcriptional activity inhibitors, primary screen, cell-based, luminescence. Nuclear receptor coactivator 1 (Homo sapiens), Q15788. inhibition, % at 3.6 µM. HEK293 GAL4-SRC1 luciferase reporter. 360,000 compounds, 0.12% hits;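 active = inhibition above the campaign mean plus 3 SD, with each screening campaign given its own cutoff, cut at about 60% in these data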;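 note: 0% = DMSO treated cells and 100% = gossypol at 36 µM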
SRC3 inh: SRC3 coactivator transcriptional activity inhibitors, primary screen, cell-based, luminescence. 360,000 compounds, 0.17% hits. inhibition, % at 3.6 µM. HEK293 GAL4-SRC3 luciferase reporter. Nuclear receptor coactivator 3 (Homo sapiens), Q9Y6Q9;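 active = inhibition above a per-campaign cutoff, the mean of all compounds plus 3 SD, cut at about 60% in these data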;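 note: 0% = DMSO-treated cells and 100% = gossypol-treated cells at 36 µM; higher means less SRC3-driven luciferase light from the GAL4 reporter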
C8 TRAIL sens: viability loss with TRAIL in NB7+C8 cells, primary screen, TRAIL sensitizer project, cell-based, ATPlite luminescence; inhibition (viability loss, TRAIL sensitization), % at 10 µM; 360,000 compounds, 1% hits;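 active = compounds causing at least 50% loss of cell viability in the single-dose screen, relative to plate controls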
Shn3 inh set2: reduction of Shn3 3'UTR firefly luciferase signal, primary screen, Schnurri-3 inhibitor project, cell-based, Clone20 osteoblasts, set 2 | Clone20 osteoblast Shn3 3'UTR firefly luciferase, 24 h | inhibition, % at 12.5 µM | 360,000 compounds, 0.52% hits | AID 588674, 2011;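 active = mean inhibition of at least 75% with every replicate also reaching 75%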;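 note: 0% = median of neutral control wells and 100% = pilot-screen positive control compound; some compounds past the cut are filed as inactive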
CF NFkB inh: inhibitors of PAF-induced NF-kB signaling, primary screen, cell-based, GFP fluorescence, uHTS | KKLEB NF-kB-GFP reporter, GFP fluorescence overnight | inhibition, % at 5 µM | 360,000 compounds, 0.86% hits | AID 588850, 2011;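 active = at least 50% inhibition at 5 µM, scaled per plate between neutral and stimulator controls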;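 note: PAF is a Pseudomonas aeruginosa culture filtrate used as stimulus; plate controls were PAF-stimulated DMSO wells for no effect and unstimulated DMSO wells for full effect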
LRH-1 inv ag: LRH-1 (NR5A2) inverse agonists, primary screen, cell-based, luminescence, HEK293T, StAR-luciferase reporter; LRH-1 transfected, 24 h; inhibition, % at 3.6 µM; 360,000 compounds, 0.13% hits; AID 602396, 2012;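 active = inhibition above the mean inhibition of all tested compounds plus 3 SD, cut at about 73% in these data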;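 note: 0% = DMSO wells and 100% = reporter-only cells lacking LRH-1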
Active calls of the source: *; · = no result given. Some of the compounds tested. The share of hits here may be higher or lower than overall.

SMILES	NR2F2 inh	LMP1 NFkB inh	TROY signal inh	KKLEB tox	TWEAK-Fn14 inh	SRC1 inh	SRC3 inh	C8 TRAIL sens	Shn3 inh set2	CF NFkB inh	LRH-1 inv ag
O=C(NCCCNc1ccc([N+](=O)[O-])cc1)C(F)(F)F	1	-4	-17	7	-3	0	-2	-4	3	-32	43
O=C(c1ccc2c(=O)n(CCc3ccccc3)c(=O)[nH]c2c1)N1CCN(c2ccc(F)cc2)CC1	1	21	58*	-26	74*	23	8	32	3	3	3
Cc1cc(C(=O)NC2CCC(O)CC2)c(C)o1 (stereo unspecified)	-6	1	9	2	-12	-34	1	-15	22	-8	-2
COc1cc(C(=O)COC(=O)c2cnc(C)cn2)ccc1OC(F)F	6	-9	8	-4	11	8	6	-9	-13	13	-7
COCCn1c(SCC(=O)Nc2ccccc2OC)nc2c(oc3ccccc32)c1=O	10	-2	-2	-13	10	1	1	-12	-3	9	-8
CCn1ncc([N+](=O)[O-])c1C(=O)Nc1nc2cccc(C)c2s1	11	-15	-10	3	21	2	13	-9	-13	2	-1
CS(=O)(=O)c1ccc2nc(NC(=O)c3ccco3)sc2c1	-34	12	-28	-11	37	-124	-75	57*	-34	25	-66
O=C(O)C1=C[C@@H](c2ccc(C(F)(F)F)cc2)C[C@@H](OCc2ccc(CO)cc2)O1	-1	6	7	12	7	-8	4	-9	26	13	-16
CCN1CCN(c2ccc(NC(=O)c3ccco3)cc2Cl)CC1	-19	-18	-17	6	12	-79	-45	17	-79	-4	-74
CCCCCCOC(=O)C(C#N)c1nc2ccccc2nc1N1CCCCC1 (stereo unspecified)	4	7	-5	3	23	-7	5	-7	-3	10	-19
O=[N+]([O-])c1cccc(/C=N\N=C2c3ccccc3-c3ccccc32)c1O	18	3	7	-16	10	0	-3	-1	-11	12	4
O=C(NC1CC1)c1cc(OCC(F)(F)F)ccc1OCC(F)(F)F	-6	4	-23	-1	20	10	-4	-4	-1	-12	10
CC(C)(C)c1ccc(-c2nc3c(C#N)c(-c4ccc5c(c4)OCO5)ccn3n2)cc1	1	-6	5	1	-3	-2	12	27	46	5	2
NC(=O)c1cc([N+](=O)[O-])ccc1N1CCCCC1	-2	4	-9	7	7	4	13	9	2	14	9
O=C(CCCCCn1c(=O)[nH]c2ccsc2c1=O)NCc1ccc2c(c1)OCO2	13	3	-3	-13	-18	10	14	-7	7	-13	3
CC(C)COc1cccc(C(=O)NC2(C)CCS(=O)(=O)C2)c1 (stereo unspecified)	2	2	-13	-8	10	-7	-3	2	9	20	-12
Cn1c(Cn2nnc3ccccc32)nnc1SCC(=O)N1c2ccccc2Sc2ccccc21	18	10	30	17	3	6	18	-7	16	23	-2
CC(=O)C1=CN(CC2CCCCC2)CCC1=O	-13	15	-8	1	-12	-19	3	-16	-2	2	-9
CCCOc1ccc(N2C(=O)CC(NCc3cccs3)C2=O)cc1 (stereo unspecified)	13	1	2	2	2	-16	21	-4	15	7	-4
O[C@@H]1CN(Cc2cccs2)[C@@H](c2ccccc2)C[C@H]1n1cc(-c2ccc(F)cc2)nn1	-9	-4	3	-10	26	-3	0	9	27	12	-3
Cc1ccsc1/C=N/NC(=O)c1nnn(-c2nonc2N)c1C(C)C	-24	-3	-30	9	9	1	11	31	-15	-5	-11
CCC(=O)N(CCc1ccccc1)Cc1cc2cc(C)ccc2[nH]c1=O	11	7	5	0	-1	-12	-4	17	19	1	-9
Cc1ccc(Oc2ncccc2C(=O)NCC(=O)O)cc1	-4	-3	9	-16	17	18	20	31	6	4	9
CCNS(=O)(=O)c1ccc(CCC(=O)NCc2ccccc2)cc1	-11	-10	10	17	-7	-6	12	-7	9	-11	-12
CCn1c(C(=O)NC(C)c2ccc3c(c2)OCCO3)cc2sccc21 (stereo unspecified)	16	5	-1	5	-44	6	-4	12	19	14	-2
SMILES	NR2F2 inh	LMP1 NFkB inh	TROY signal inh	KKLEB tox	TWEAK-Fn14 inh	SRC1 inh	SRC3 inh	C8 TRAIL sens	Shn3 inh set2	CF NFkB inh	LRH-1 inv ag
C[C@H]1Cn2cnc(C(=O)Nc3ccccc3)c2C(=O)N1	-14	14	13	22	-7	3	14	-12	10	21	-12
COc1ccccc1CNC(=O)COC(=O)c1cc(=O)c2ccccc2o1	-6	5	-10	18	2	7	-5	-17	-18	-61	-6
Nc1cc(C(=O)O)c(N)c2c1C(=O)c1ccccc1C2=O	·	-3	32	13	31	6	3	5	-2	-12	12
Cc1cccn2c(=O)c3cc(C(=O)NCC4CCCO4)c(=N)n(CCc4ccccc4)c3nc12 (stereo unspecified)	-10	-6	-18	-1	-45	8	-3	2	6	-69	-21
CN(C)CCN(C(=O)CCS(=O)(=O)c1ccccc1)c1nc2c(F)cccc2s1	15	-1	10	9	-2	-13	5	-10	-11	16	16
CS(=O)(=O)c1cccc(C(=O)OCCCC(=O)c2ccccc2)c1	6	1	-6	2	-20	-13	-11	-3	-12	12	-6
Cc1[nH]ccc2cc3nc4ccccc4c3cc12	-29	-33	-53	-12	-59	36	53	34	-10	-122	41
Cn1ccnc1SCC(=O)Nc1cccc(C(F)(F)F)c1	-3	26	-27	-1	-8	-5	-30	-3	-18	3	-46
CN(C(=O)COc1ccc2ccc(=O)oc2c1)C1CCS(=O)(=O)C1 (stereo unspecified)	-4	·	-29	-5	25	9	18	-2	-2	4	-3
O=C1CN(S(=O)(=O)c2ccc(Br)cc2)c2ccccc2N1	-10	0	8	-11	7	-4	-4	-3	-16	8	-18
O=C(Nc1ccccc1)c1ccc[n+](Cc2ccc([N+](=O)[O-])cc2)c1	15	1	-13	-8	2	1	30	3	9	-3	1
COc1cccc(Nc2nc(C)cc(C)c2C#N)c1	-6	-4	13	3	-1	3	11	6	-8	-10	3
O=S(=O)(Cc1ccccc1)Cc1cnc(Cl)s1	3	2	13	1	-3	12	19	21	-5	-4	-1
O=C(NCc1cccc(F)c1F)C1CCC(=O)N(C2CCCCCC2)C1 (stereo unspecified)	19	-10	-14	4	5	-4	12	3	5	-4	6
O=C(Nc1ccccc1)C1CCCN1S(=O)(=O)c1cccs1 (stereo unspecified)	-1	8	7	1	0	-13	-20	-37	2	10	-28
COc1ccc(NC(=O)COC(=O)c2cc(S(=O)(=O)N3CCCC3)ccc2O)cc1	6	8	1	-4	8	15	11	6	-4	-8	44
Cc1cc(C)c(C(=O)COC(=O)c2cccc(S(=O)(=O)N3CCOCC3)c2)cc1C	-1	-6	-2	-10	-5	4	-2	0	5	-7	-4
CCOc1ccc(OCCC(=O)OCC(=O)Nc2cc(S(=O)(=O)N3CCOCC3)ccc2C)cc1	-23	-2	-18	2	6	-35	0	1	-45	-12	-11
CCOc1ccccc1N(CC(=O)NCc1ccco1)C(=O)CCC(=O)Nc1nccs1	3	-1	-12	-5	-2	3	9	-28	11	-10	9
O=C(NCCCN1CCOCC1)c1cc2ccccc2cc1O	-3	-5	-23	-4	9	-27	6	9	-17	-1	21
COc1ccc(C(O)C(CN2CCOCC2)c2ccccc2)cc1 (stereo unspecified)	-7	-4	-5	1	-6	5	-11	-19	-32	0	-2
CCOc1cccc(C(=O)Nc2cccc(C(C)=O)c2)c1	-27	1	-29	2	-11	-56	-38	3	2	-2	-39
CCN(c1ccccc1)S(=O)(=O)c1ccc(Cl)c(NC(=O)COC(=O)c2cccc(OC)c2O)c1	4	6	15	-4	16	9	0	15	13	-9	-1
CC1CCCC(NC(=O)CSc2nnc(-c3cccnc3)o2)C1C (stereo unspecified)	3	-5	-15	6	-1	-20	-8	1	10	-25	-2
CCC(CC)C(=O)Oc1c(Sc2ccccc2[N+](=O)[O-])c(C)nn1C(C)(C)C	-5	0	0	5	-7	3	17	-1	-27	-11	-14
SMILES	NR2F2 inh	LMP1 NFkB inh	TROY signal inh	KKLEB tox	TWEAK-Fn14 inh	SRC1 inh	SRC3 inh	C8 TRAIL sens	Shn3 inh set2	CF NFkB inh	LRH-1 inv ag
CCCCCCCC(=O)N/N=C/c1cccnc1	0	6	-9	1	-9	4	-7	-9	-22	-15	26
COc1ccc(C)cc1Nc1n[n+](-c2ccccc2)c(-c2ccc(NC(C)=O)cc2)s1	-19	-1	11	-6	-8	-5	2	-6	-6	23	-1
CCn1cc(C=C2C(=O)c3ccccc3C2=O)c2ccccc21	6	-23	-10	-3	-16	-27	13	1	0	-5	19
CCCCC(CC)COC1(c2ccccc2)OC(=O)c2ccccc21 (stereo unspecified)	9	-2	1	1	14	-1	15	13	59	-2	25
CC(NC(=O)C(Cc1ccccc1)n1cccc1)c1ccccc1 (stereo unspecified)	11	-10	12	-6	-5	-8	-3	-5	25	-5	3
O=C(NCCNCc1ccc(F)cc1)c1ccco1	11	10	8	-2	3	-22	17	9	-6	1	-8
Cc1ccc([C@@H]2C[C@H]3[C@@H](CN2S(=O)(=O)c2ccc(Cl)cc2)C(=O)C[C@@H](c2ccc(C)cc2)N3S(=O)(=O)c2ccc(Cl)cc2)cc1	29	5	-1	-11	-26	7	11	-1	30	31	-9
CC[C@]12c3[nH]c4ccccc4c3CCN1C(=O)C(CC(=O)NCCCn1ccnc1)C[C@@H]2C(=O)N1CCN(C(=O)C2CC2)CC1 (stereo partly specified)	6	2	-6	0	7	9	3	-6	-1	-17	-1
O=C(c1ccc(OC2CCN(CCc3ccccc3)CC2)cc1)N1CCCC(O)C1 (stereo unspecified)	3	1	-5	-3	-9	-8	11	-2	-1	23	-7
COc1ccc(/C=C(/NC(=O)c2ccccc2)C(=O)N/N=C/c2ccc3c(c2)OCO3)cc1OC	2	-37	-16	8	-22	-15	-9	-5	-3	-10	9
CCc1nnc(NC(=O)CSCc2cc(=O)n3ccsc3n2)s1	-11	6	-8	1	-9	5	11	-4	6	1	0
O=c1oc(-c2cccs2)nc2scc(-c3cccs3)c12	-9	-11	-9	1	-1	-45	-10	-2	-69	-2	-24
COc1ccc(S(=O)(=O)NCC2CCCN(C(=O)c3sccc3C)C2)cc1 (stereo unspecified)	21	2	-4	-6	-3	11	2	-1	-10	17	17
COc1cccc(NC(=S)NC(=O)c2c(Cl)c(C)nn2C)c1	6	2	-60	3	-28	-25	-12	7	-4	-2	-42
O=C(NCC1CCCO1)c1ccc2c(c1)N(Cc1ccc(Cl)cc1)CCS2 (stereo unspecified)	13	0	-46	-13	-27	-20	-2	-14	8	20	1

Single records (already shown). Order of screens: NR2F2 inh	LMP1 NFkB inh	TROY signal inh	KKLEB tox	TWEAK-Fn14 inh	SRC1 inh	SRC3 inh	C8 TRAIL sens	Shn3 inh set2	CF NFkB inh	LRH-1 inv ag
`COc1ccccc1CNC(=O)COC(=O)c1cc(=O)c2ccccc2o1` is listed as -6	5	-10	18	2	7	-5	-17	-18	-61	-6
`O=C(NC1CC1)c1cc(OCC(F)(F)F)ccc1OCC(F)(F)F` is listed as -6	4	-23	-1	20	10	-4	-4	-1	-12	10

Screens from PubChem.
